Source: PubChem BioAssay
GPR151 ag – activators of human GPR151 | Q8TDV0 | PathHunter beta-arrestin GPR151 cells, luminescence | activation, % at 11.2 µM | 1% of 650,000 active | AID 1508602; in the data active = activation above about 4.9%;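 also: 0% = median of compound wells and 100% = cells with positive control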
Target sequence (Q8TDV0 whole entry, looked up): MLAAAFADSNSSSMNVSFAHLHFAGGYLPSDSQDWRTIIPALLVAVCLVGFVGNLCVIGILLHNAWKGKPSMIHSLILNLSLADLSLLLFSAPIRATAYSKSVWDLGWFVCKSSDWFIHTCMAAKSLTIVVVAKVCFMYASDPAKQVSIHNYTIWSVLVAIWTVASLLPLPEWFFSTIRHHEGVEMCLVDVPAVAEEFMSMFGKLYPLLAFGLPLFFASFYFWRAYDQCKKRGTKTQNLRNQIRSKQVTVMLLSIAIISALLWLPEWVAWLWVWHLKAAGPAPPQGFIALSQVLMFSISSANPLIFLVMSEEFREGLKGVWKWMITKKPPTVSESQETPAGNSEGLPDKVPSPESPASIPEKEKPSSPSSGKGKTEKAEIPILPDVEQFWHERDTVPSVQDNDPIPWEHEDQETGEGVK
TEAD-YAP block – TEAD-YAP interaction inhibition. HEK-TIYL cells, TEAD-Gal4/YAP UAS-luciferase luminescence. AID 1259422. inhibition, % at 9.12 µM. 1.4% of 640,000 active; in the data active = inhibition above about 32%;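 also: 0% = median of test compound wells and 100% = reference inhibitor wells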
FBW7 act – human FBW7 E3 ligase activation, primary screen; Q969H0; AlphaScreen FBW7–phospho-cyclin E peptide binding, activator screen; normalized activity (activation), % at 26.1 µM; 0.13% of 650,000 active; AID 1259310; in the data active = normalized activity above about 1.9%;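 also: purified mutant Fbw7 with reduced substrate affinity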
Target sequence (Q969H0 whole entry, looked up): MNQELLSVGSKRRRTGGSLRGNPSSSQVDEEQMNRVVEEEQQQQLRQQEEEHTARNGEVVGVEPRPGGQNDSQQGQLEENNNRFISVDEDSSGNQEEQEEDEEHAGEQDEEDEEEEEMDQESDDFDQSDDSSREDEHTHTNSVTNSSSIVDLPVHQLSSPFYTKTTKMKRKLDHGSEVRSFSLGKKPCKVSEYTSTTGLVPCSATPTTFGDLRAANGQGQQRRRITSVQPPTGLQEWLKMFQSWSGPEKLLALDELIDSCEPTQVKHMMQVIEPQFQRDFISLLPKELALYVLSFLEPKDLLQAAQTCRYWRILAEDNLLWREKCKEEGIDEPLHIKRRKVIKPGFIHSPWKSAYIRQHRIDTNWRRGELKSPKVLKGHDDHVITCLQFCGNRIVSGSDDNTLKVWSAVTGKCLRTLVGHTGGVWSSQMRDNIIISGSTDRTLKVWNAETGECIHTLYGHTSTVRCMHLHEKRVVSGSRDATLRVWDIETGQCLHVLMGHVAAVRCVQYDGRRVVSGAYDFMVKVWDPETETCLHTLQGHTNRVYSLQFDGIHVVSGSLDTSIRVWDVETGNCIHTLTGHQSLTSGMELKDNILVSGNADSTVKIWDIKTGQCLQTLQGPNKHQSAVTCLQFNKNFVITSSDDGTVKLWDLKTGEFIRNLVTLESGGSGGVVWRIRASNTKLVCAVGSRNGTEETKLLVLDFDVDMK
MITF primary – human MITF inhibition, primary screen; 0.91% of 650,000 active; inhibition, % at 2.6 µM; O75030; AlphaScreen MITF homodimerization, bead proximity signal; in the data active = inhibition above about 50%;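 also: 0% = vehicle wells with protein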
* = called active by the depositor.

Screening CCOc1ccc(C(=S)N2CCCCC2)cc1 returned GPR151 ag 6.2*, TEAD-YAP block -19, FBW7 act 0.1 and MITF primary -30.
COc1ccc(C2(C(=O)NC(C)c3nc(-c4cccnc4)n[nH]3)CCCCC2)cc1 (configuration not stated) was read as GPR151 ag 0.0, TEAD-YAP block 1, FBW7 act -0.1 and MITF primary 1.
Screening Oc1ccc(Cl)cc1CNc1nc2c(s1)CCc1ccccc1-2 returned GPR151 ag -0.3, TEAD-YAP block 0, FBW7 act -0.2 and MITF primary 3.
O=C(CSc1nc2ccccc2c2nc(CCN3CCCCC3)nn12)c1ccc(F)cc1 was read as GPR151 ag -1.2, TEAD-YAP block 7, FBW7 act 0.3 and MITF primary 12.
CCOC(=O)Nc1nnc(C(C)(C)C)s1 was read as GPR151 ag 1.4, TEAD-YAP block 2, FBW7 act 0.0 and MITF primary 8.
`COC(=O)[C@@H]1CCCN1C(=O)c1ccc(OC2CCN(C(=O)C3CC3)CC2)cc1` gave GPR151 ag 1.3, TEAD-YAP block 4, FBW7 act 0.0 and MITF primary 3.
Screening O=C(Nc1ccnn1C1CCN(C(=O)CCCc2ccc(Cl)cc2)CC1)C1CC1 returned GPR151 ag 0.8, TEAD-YAP block -47, FBW7 act 0.0 and MITF primary 10.
CCC(c1nnnn1Cc1ccc(OC)cc1)N1CCN(C2CCCCC2)CC1 (configuration not stated) was read as GPR151 ag 0.8, TEAD-YAP block -10, FBW7 act 0.1 and MITF primary -6.
For CCOCCn1cnc2sc(C(=O)NCc3ccco3)c(C)c2c1=O the results were GPR151 ag 2.9, TEAD-YAP block 5, FBW7 act 0.0 and MITF primary 9.
COc1ccccc1-n1cnc2cc(C(=O)NCc3ccccc3Cl)ccc21 was read as GPR151 ag -2.1, TEAD-YAP block -20, FBW7 act 0.2 and MITF primary 2.

2 compounds drawn at random from those above:
CCC(c1nnnn1Cc1ccc(OC)cc1)N1CCN(C2CCCCC2)CC1 (configuration not stated) was read as GPR151 ag 0.8, TEAD-YAP block -10, FBW7 act 0.1 and MITF primary -6.
Screening Oc1ccc(Cl)cc1CNc1nc2c(s1)CCc1ccccc1-2 returned GPR151 ag -0.3, TEAD-YAP block 0, FBW7 act -0.2 and MITF primary 3.

The listing continues.
`Cc1ccc(-c2nc(NC(=O)COc3c(C)ccc(C)c3C)sc2C)cc1` gave GPR151 ag 0.8, TEAD-YAP block 0, FBW7 act 0.8 and MITF primary -4.
For CCN(CC)S(=O)(=O)c1ccc(-c2csc(=Nc3ccccc3OC)n2CC)cc1 the results were GPR151 ag 4.3, TEAD-YAP block 9, FBW7 act -0.3 and MITF primary 22.
Screening CN(CC(=O)N1CCc2ccccc21)S(=O)(=O)c1ccc2c(c1)n(C)c(=O)c(=O)n2C returned GPR151 ag -0.8, TEAD-YAP block 6, FBW7 act -0.1 and MITF primary -7.
CC(NC(=O)Cn1ncn2nc(-c3cccs3)cc2c1=O)C12CC3CC(CC(C3)C1)C2 (configuration not stated) was read as GPR151 ag 0.9, TEAD-YAP block 1, FBW7 act -0.2 and MITF primary 6.
Screening CCc1c(C)nc2ncnn2c1N1CCCC(C(=O)Nc2ccc(NC(C)=O)cc2)C1 (configuration not stated) returned GPR151 ag 0.1, TEAD-YAP block -2, FBW7 act 0.1 and MITF primary 17.
For CC(=O)c1cccc(N2C(=O)c3ccc(C(=O)c4ccc(C(=O)O)cc4)cc3C2=O)c1 the results were GPR151 ag -1.0, TEAD-YAP block 6, FBW7 act 0.1 and MITF primary 5.
CCCNS(=O)(=O)c1ccc(OCC(=O)NCc2cccnc2)cc1 was read as GPR151 ag -0.9, TEAD-YAP block -6, FBW7 act -0.1 and MITF primary -16.
CC(=O)Oc1ccc(C(=O)Nc2cccc(C(=O)O)c2C)cc1 was read as GPR151 ag -8.1, TEAD-YAP block 10, FBW7 act 0.1 and MITF primary 4.
For Cc1ccnc(NC(=O)c2c(O)c3ccccc3[nH]c2=O)c1 the results were GPR151 ag 1.4, TEAD-YAP block -6, FBW7 act 0.0 and MITF primary 1.
O=c1c2ccccc2nc2c3ccccc3c(N3CCCCCC3)nn12 was read as GPR151 ag 0.3, TEAD-YAP block 4, FBW7 act 0.1 and MITF primary 6.
Screening COc1ccc(C(C)N(C)Cc2c(C(=O)N3CCCN(C)CC3)nc3sccn23)cc1 (configuration not stated) returned GPR151 ag 0.4, TEAD-YAP block 11, FBW7 act 0.1 and MITF primary 7.
`O=C1COc2cc(-c3c(N4CC=C(c5ccccc5)CC4)c(=O)c3=O)ccc2N1` gave GPR151 ag 3.3, TEAD-YAP block 24, FBW7 act -0.1 and MITF primary -6.
Screening c1ccc(CNc2nc(N3CCC(N4CCOCC4)CC3)nc3c2ncn3C2CCCCC2)cc1 returned GPR151 ag -0.1, TEAD-YAP block -5, FBW7 act -0.2 and MITF primary 5.
For Cc1cccc(NC(=O)CC(C)(C)C)c1C the results were GPR151 ag 0.5, TEAD-YAP block -4, FBW7 act 0.2 and MITF primary 2.
O=[N+]([O-])c1cccc(C2Nc3c(Cl)cccc3C3C=CCC32)c1 (configuration not stated) was read as GPR151 ag 0.6, TEAD-YAP block -9, FBW7 act -0.3 and MITF primary 5.
`O=C(CNCc1cccs1)Nc1ccccc1` gave GPR151 ag 0.0, TEAD-YAP block 3, FBW7 act -0.1 and MITF primary 8.
Screening O=C(NCc1ccccc1Cl)c1ccc2c(=O)n(Cc3ccccc3)c(SCc3cccc([N+](=O)[O-])c3)nc2c1 returned GPR151 ag -1.3, TEAD-YAP block 2, FBW7 act -0.1 and MITF primary -7.
Screening Nc1cc(-c2ccc(Cl)cc2)nn1S(=O)(=O)c1ccc(F)cc1 returned GPR151 ag 0.3, TEAD-YAP block -12, FBW7 act -0.2 and MITF primary 2.
For Oc1cccc(-c2cnc3c(NCc4cccnc4)nccn23)c1 the results were GPR151 ag -0.4, TEAD-YAP block -4, FBW7 act 0.0 and MITF primary -4.
`O=C(Nc1ccccc1N1CCCCC1)c1cccnc1` gave GPR151 ag -0.1, TEAD-YAP block 17, FBW7 act 0.0 and MITF primary 8.
For CCOC(=O)Oc1ccc2c(=O)c(Oc3cc(C)ccc3C)coc2c1 the results were GPR151 ag 0.1, TEAD-YAP block 4, FBW7 act 0.0 and MITF primary 6.
`CCCCCCSc1nnc2c(n1)OC(c1cccnc1)N(C(C)=O)c1ccccc1-2` (configuration not stated) gave GPR151 ag -1.8, TEAD-YAP block 3, FBW7 act 0.7 and MITF primary -2.
`COc1cc(SC)ccc1C(=O)NCCc1ccccc1` gave GPR151 ag 0.1, TEAD-YAP block -79, FBW7 act 0.5 and MITF primary 11.
O=C1NCCN1c1ccc(CC(=O)N2CCC[C@@H]3CN(Cc4cccs4)CC[C@H]32)cc1 was read as GPR151 ag -0.3, TEAD-YAP block 6, FBW7 act 0.1 and MITF primary 15.
CCN1CCN(C(c2ccccc2Cl)c2sc3nc(C)nn3c2O)CC1 (configuration not stated) was read as GPR151 ag 1.1, TEAD-YAP block 7, FBW7 act -0.1 and MITF primary -1.
Screening Cc1nccc2[nH]c(=O)c(C(=O)NCCCN(C)c3ccccc3)cc12 returned GPR151 ag -0.2, TEAD-YAP block 4, FBW7 act -0.1 and MITF primary 5.
For CSc1nsc(SC)c1NC(=O)N1CCOCC1 the results were GPR151 ag 1.0, TEAD-YAP block -8, FBW7 act 0.0 and MITF primary -9.
`CCN(CC)S(=O)(=O)c1cccc(NN=c2c(=O)c3ccccc3c2=O)c1` gave GPR151 ag -0.3, TEAD-YAP block -10, FBW7 act 0.1 and MITF primary -10.
Screening CC(C)COC(=O)Nc1nnc(SCCOc2ccccc2)s1 returned GPR151 ag -0.1, TEAD-YAP block -8, FBW7 act -0.2 and MITF primary 8.
Cc1onc(-c2ccccc2)c1C(=O)n1cccn1 was read as GPR151 ag -0.2, TEAD-YAP block 5, FBW7 act -0.1 and MITF primary -4.
`O=C(NNc1ccccc1)C(=O)NNS(=O)(=O)c1ccc(Cl)cc1` gave GPR151 ag 1.4, TEAD-YAP block -13, FBW7 act 0.2 and MITF primary -1.
COc1ccc(NC(=O)CCCCCn2c(SCC(=O)OCc3ccccc3)nc3ccsc3c2=O)cc1 was read as GPR151 ag -0.3, TEAD-YAP block 4, FBW7 act -0.2 and MITF primary -10.
`CCc1cccc(OCCOCCNC(C)(C)C)c1` gave GPR151 ag -1.0, TEAD-YAP block 1, FBW7 act 0.1 and MITF primary 15.
For CCCCCOc1ccc(NC(=O)C(=O)NCC2CCCN2CC)cc1 (configuration not stated) the results were GPR151 ag -0.8, TEAD-YAP block 11, FBW7 act 0.3 and MITF primary 16.
Screening CC(=O)N1CCN(C(=O)COc2ccccc2[N+](=O)[O-])CC1 returned GPR151 ag -0.7, TEAD-YAP block 0, FBW7 act 0.1 and MITF primary -21.
COc1ccc(C)cc1S(=O)(=O)n1cnc(C)c1 was read as GPR151 ag 0.5, TEAD-YAP block -2, FBW7 act 0.0 and MITF primary -16.
For CCOCCCNC(=O)C(Cc1ccccc1)NS(=O)(=O)c1cccc2nsnc12 (configuration not stated) the results were GPR151 ag -0.1, TEAD-YAP block -1, FBW7 act 0.6 and MITF primary 23.
For Cc1ccc(NC(=O)CN2CCC(C(N)=O)CC2)c(Br)c1 the results were GPR151 ag 2.1, TEAD-YAP block 1, FBW7 act -0.1 and MITF primary -1.
`COc1ccc(-c2nc(C#N)c(NCc3ccc(C)cc3)o2)cc1` gave GPR151 ag -0.1, TEAD-YAP block -11, FBW7 act 0.0 and MITF primary 0.
Screening Cc1cc(-c2ccccc2)c2ccc(Cl)nc2n1 returned GPR151 ag -0.2, TEAD-YAP block -5, FBW7 act -0.1 and MITF primary -10.
`O=C(Nc1ccc(Br)cc1)Nc1cccc(Cl)c1` gave GPR151 ag 0.0, TEAD-YAP block -30, FBW7 act 0.9 and MITF primary 57*.
`N#Cc1cc(C#N)c(SCC(=O)c2ccc(-c3ccccc3)cc2)nc1N` gave GPR151 ag 0.1, TEAD-YAP block 0, FBW7 act -0.1 and MITF primary 10.
For Cc1ccc(OCC(=O)Nc2ccc([N+](=O)[O-])cc2)cc1 the results were GPR151 ag -1.5, TEAD-YAP block -13, FBW7 act 0.3 and MITF primary 13.
Screening COC(=O)c1c(NC(=O)c2nn3c(C(F)(F)F)cc(-c4cccs4)nc3c2Br)sc2c1CCCC2 returned GPR151 ag 0.2, TEAD-YAP block 2, FBW7 act 0.0 and MITF primary -12.
`Cc1cc(Nc2ccc(C(=O)O)cc2)c2cccc(C)c2n1` gave GPR151 ag -0.1, TEAD-YAP block 4, FBW7 act 0.1 and MITF primary -10.
O=C1C(Sc2ncn[nH]2)=C/C(=N/S(=O)(=O)c2cccs2)c2ccccc21 was read as GPR151 ag -0.9, TEAD-YAP block -21, FBW7 act -0.6 and MITF primary -14.
For Cc1nc(N2CCOCC2)c2c(C)c(C(=O)NCCN(C)c3ccccc3F)sc2n1 the results were GPR151 ag -1.2, TEAD-YAP block -16, FBW7 act -0.1 and MITF primary -1.
`CC(=O)c1ccc(NC(=O)CSCCc2ccccn2)cc1` gave GPR151 ag 0.8, TEAD-YAP block -34, FBW7 act -0.2 and MITF primary 11.
Screening O=[N+]([O-])c1cccc(C=Nc2ccc(F)cc2)c1O returned GPR151 ag 1.3, TEAD-YAP block 0, FBW7 act 0.2 and MITF primary 0.
`O=C(CCCn1c(=S)[nH]c2cc3c(cc2c1=O)OCO3)N1CCN(c2ccccc2F)CC1` gave GPR151 ag 0.4, TEAD-YAP block 1, FBW7 act 0.0 and MITF primary 3.
Cc1n[nH]c(C)c1CCNc1nncc(-c2ccc(Cl)cc2)n1 was read as GPR151 ag 1.8, TEAD-YAP block -2, FBW7 act -0.1 and MITF primary -19.
`C=CCN1CC(c2nc3ccccc3n2C/C=C/c2ccccc2)CC1=O` (configuration not stated) gave GPR151 ag 1.4, TEAD-YAP block 0, FBW7 act 0.0 and MITF primary 12.
CCNC(=S)N/N=C/c1c(Cl)cccc1Cl was read as GPR151 ag 0.2, TEAD-YAP block -7, FBW7 act 0.1 and MITF primary -8.
Screening CC(=O)c1cccc(-c2cccc(C(=O)NCCCN3CCCC3=O)n2)c1 returned GPR151 ag -0.1, TEAD-YAP block 5, FBW7 act 0.0 and MITF primary -5.
O=C(O)c1ccc(Cl)cc1N=Cc1nc(-c2ccc(Br)cc2)oc1O was read as GPR151 ag -1.3, TEAD-YAP block 4, FBW7 act 0.3 and MITF primary 8.
CC(Oc1cccc(Cl)c1)C(=O)N1CCN(c2ncccn2)CC1 (configuration not stated) was read as GPR151 ag 1.4, TEAD-YAP block 1, FBW7 act -0.1 and MITF primary -2.

Among those listed so far, these contain two or more sulfur atoms.
For CCN(CC)S(=O)(=O)c1ccc(-c2csc(=Nc3ccccc3OC)n2CC)cc1 the results were GPR151 ag 4.3, TEAD-YAP block 9, FBW7 act -0.3 and MITF primary 22.
For CSc1nsc(SC)c1NC(=O)N1CCOCC1 the results were GPR151 ag 1.0, TEAD-YAP block -8, FBW7 act 0.0 and MITF primary -9.
Screening CC(C)COC(=O)Nc1nnc(SCCOc2ccccc2)s1 returned GPR151 ag -0.1, TEAD-YAP block -8, FBW7 act -0.2 and MITF primary 8.
COc1ccc(NC(=O)CCCCCn2c(SCC(=O)OCc3ccccc3)nc3ccsc3c2=O)cc1 was read as GPR151 ag -0.3, TEAD-YAP block 4, FBW7 act -0.2 and MITF primary -10.
For CCOCCCNC(=O)C(Cc1ccccc1)NS(=O)(=O)c1cccc2nsnc12 (configuration not stated) the results were GPR151 ag -0.1, TEAD-YAP block -1, FBW7 act 0.6 and MITF primary 23.
Screening COC(=O)c1c(NC(=O)c2nn3c(C(F)(F)F)cc(-c4cccs4)nc3c2Br)sc2c1CCCC2 returned GPR151 ag 0.2, TEAD-YAP block 2, FBW7 act 0.0 and MITF primary -12.
O=C1C(Sc2ncn[nH]2)=C/C(=N/S(=O)(=O)c2cccs2)c2ccccc21 was read as GPR151 ag -0.9, TEAD-YAP block -21, FBW7 act -0.6 and MITF primary -14.
